T cell modulator = modulators of CD8 T cell-vesicle binding, primary screen, mouse 2C CD8+ T cells, flow cytometry. 2C CD8+ T cell-vesicle binding; active compounds read low. calls only at 7 µM. 0.068% of 330,000 active;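 active = response, share of CD8 T cells binding vesicles, and their 90th percentile fluorescence all below set limits, cut at about 80% in these data, passing the limit was not always enough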
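material = purified 2C TCR transgenic mouse naive CD8+ T cells | controls = Unloaded micro-vesicles (low), QL9 vesicles with 0.7% DMSO (high) | detection = cytometric PE anti-B7-1 and Alexa647 anti-CD8 signals after 1% paraformaldehyde fixation | incubation = binding step 1.5 h, 37 °C, antibody labelling 20 min, ice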
T cell modulator vesicle-bound % = also measured in T cell modulator; calls as there; double positive events, %; measured here: CD8+ vesicle-bound cell fraction;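 binding gate set so that unloaded-vesicle control wells show 10% double positive cells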
* marks the source's active call; other numbers are inactive results; i = inactive. These rows are one share of the data, so the mix of outcomes need not match the whole.

T cell modulator vesicle-bound % | T cell modulator | mol
28 | i | CC(C)(C)OC(=O)C[C@@H]1C/C=C\C[C@H](CC(=O)N(CCO)Cc2ccccc2)C(=O)N2CCC[C@@H]2COC1=O
11 | i | O=C(COc1ccc(Cl)cc1Br)Nc1ccncc1
54 | i | CC(C)c1ccc(CCNC(=O)CSC(=S)N2CCCC2)cc1
61 | i | Cc1c(OCC(=O)NC(Cc2ccc(Cl)cc2)C(=O)O)ccc2c3c(c(=O)oc12)CCC3 (stereo unspecified)
19 | i | Cc1ccccc1-c1nc(C(=O)NCC2CCCO2)cc2c1[nH]c1ccccc12 (stereo unspecified)
22 | i | CCOc1ccccc1NC(=O)CSc1nc(=O)n(CCCN2CCOCC2)c2c1CCC2
32 | i | COc1cc(-c2noc(C)c2C(=O)NCc2ccc3c(c2)OCO3)cc(OC)c1OC
40 | i | O=C(NCc1ccccc1CN1CCCCC1)c1ccc(Cl)cc1N1CCCC1=O
57 | i | CC1CN(C(C)C(=O)NNC(=O)c2ccc(F)cc2)CC(C)O1 (stereo unspecified)
32 | i | COc1ccc(CCC(=O)Nc2cccc(S(=O)(=O)N3CCCC3)c2)cc1OC
16 | i | O=C1NC[C@H](c2ccccc2)OC(=O)[C@H](Cc2ccc(F)cc2)CC/C=C/C[C@@H]1CC(=O)N(CCO)Cc1ccccc1
30 | i | CNC(=O)CC(CC(=O)c1ccccc1)c1ccccc1 (stereo unspecified)
31 | i | Cc1ccc(-c2nn(-c3ccccc3)cc2C(=O)NCC2CCCO2)cc1 (stereo unspecified)
43 | i | Cc1cc(C(=O)Cn2cnc3ccccc3c2=O)c(C)n1C1CC1
22 | i | C=C1CCN([C@@H](Cc2ccccc2)C(=O)NCc2ccccc2)S(=O)(=O)c2ccccc21
24 | i | OCC[C@H]1C[C@H](O)[C@@H](O)[C@]2(Cc3ccccc3CO2)O1
32 | i | CC(c1nc2ccccc2c(=O)[nH]1)N1CCCN(S(=O)(=O)c2ccc(F)cc2)CC1 (stereo unspecified)
28 | i | Cn1c(=NC(=O)CS(=O)(=O)c2ccccc2)sc2cc([N+](=O)[O-])ccc21
19 | i | CC(C(=O)Nc1ccc(C(N)=O)cc1)N1C(=O)c2ccccc2S1(=O)=O (stereo unspecified)
44 | i | Cc1ccc(S(=O)(=O)Nc2ccc3c(c2)C(=O)N([C@H](C)CO)C[C@H](C)[C@@H](CN(C)C(=O)Nc2ccc4c(c2)OCO4)O3)cc1
14 | i | CCN(CC)S(=O)(=O)c1cc(NC(=O)COC(=O)C2CCC2)ccc1C
38 | i | CCN(CC(=O)Nc1c(F)cccc1F)C(=O)CCN1C(=O)C2CCCCC2C1=O (stereo unspecified)
14 | i | Cc1cc(C)c(-c2c(O)c3cccnc3n(C)c2=O)c(C)c1
48 | i | CC(C)C(NC(=O)c1ccc(C(C)(C)C)cc1)C(=O)NCc1ccccn1 (stereo unspecified)
57 | i | COc1cc(C(=O)NCC(=O)N2CC=C(c3ccccc3)CC2)cc(OC)c1OC
8 | i | Cc1ccc(CNc2ccc(N3CCN(C)CC3=O)cc2)cc1
30 | i | Cc1cccc(-c2nc(Nc3cccc(O)c3)c3ccccc3n2)c1
26 | i | COc1ccc([C@H]2CC(=O)C=C(c3ccc4c(c3)OCCO4)C2)cc1
58 | i | O=c1[nH]c(/C=C/c2ccccc2Cl)nc2ccccc12
42 | i | N#Cc1c([N+](=O)[O-])cc([N+](=O)[O-])cc1S(=O)(=O)Cc1ccccc1
46 | i | CCC(=O)Nc1ccc(N2CCOCC2)c(S(=O)(=O)Nc2ccc(Cl)cc2)c1
36 | i | COc1ccc(NC(=O)CN(C)C(=O)c2ccccc2Sc2ncnc3sc(C)c(C)c23)cc1
51 | i | O=C(COc1ccccc1)Nc1ccc(-c2ccc(N3CCOCC3)nn2)cc1
33 | i | CC12CCC(=O)N1C(C(=O)N1CCN(S(=O)(=O)c3ccccc3F)CC1)CS2 (stereo unspecified)
17 | i | Cc1ccccc1SCC(=O)N/N=C/c1ccc(F)cc1
4 | i | O=C(CCNS(=O)(=O)c1cccc(Cl)c1)OCC(=O)N1CCN(C(=O)c2ccco2)CC1
33 | i | CCOC(=O)N1C2=NC(C(=O)OC)=C(C(=O)OC)[C@@H]3N(C)c4ccc(OC)cc4[C@]23C[C@H]1C(=O)OC
54 | i | CCN(CC(=O)Nc1c(F)cccc1F)C(=O)CCC(=O)c1ccc(C)cc1
57 | i | N#Cc1sc(NCc2ccccn2)nc1Cl
42 | i | CCN(CC(=O)Nc1ccc2c(c1)OCCO2)C(=O)CC(NC(C)=O)c1ccccc1 (stereo unspecified)
13 | i | COc1cc(OC)c(/C=C2\C(=O)Nc3ccccc32)c(OC)c1
32 | i | O=C(CN1C(=O)NC2(CCCCCC2)C1=O)c1ccc(Cl)s1
19 | i | CN(C)CC/C=C1\c2ccc(F)cc2Sc2cc(F)c(Cl)cc21
36 | i | CCN(CC(=O)Nc1c(F)cccc1F)C(=O)c1cc2c(cc1Cl)N1CCCCCC1=NS2(=O)=O
28 | i | O=C(CN1C(=O)NC2(CCCCC2)C1=O)Nc1cc(C(F)(F)F)ccc1N1CCCCC1
63 | i | COc1ccc(OCCCC(=O)OCC(=O)Nc2c(C)nn(-c3ccccc3)c2C)cc1
14 | i | C[C@H]1COC(=O)[C@@H](CC(=O)OC(C)(C)C)C/C=C\C[C@H](CC(=O)NCCO)C(=O)N1
28 | i | Cc1cccc(S(=O)(=O)NC2CCCCCCC2)c1
41 | i | O=C(COc1coc(CN2CCCc3ccccc32)cc1=O)Nc1cccc([N+](=O)[O-])c1
40 | i | CCc1cc(C(=O)Nc2ccccc2N2CCOCC2)sc1C

At a glance, 17 of the compounds above:
T cell modulator vesicle-bound % | T cell modulator | mol
33 | i | CC12CCC(=O)N1C(C(=O)N1CCN(S(=O)(=O)c3ccccc3F)CC1)CS2 (stereo unspecified)
17 | i | Cc1ccccc1SCC(=O)N/N=C/c1ccc(F)cc1
4 | i | O=C(CCNS(=O)(=O)c1cccc(Cl)c1)OCC(=O)N1CCN(C(=O)c2ccco2)CC1
33 | i | CCOC(=O)N1C2=NC(C(=O)OC)=C(C(=O)OC)[C@@H]3N(C)c4ccc(OC)cc4[C@]23C[C@H]1C(=O)OC
54 | i | CCN(CC(=O)Nc1c(F)cccc1F)C(=O)CCC(=O)c1ccc(C)cc1
57 | i | N#Cc1sc(NCc2ccccn2)nc1Cl
42 | i | CCN(CC(=O)Nc1ccc2c(c1)OCCO2)C(=O)CC(NC(C)=O)c1ccccc1 (stereo unspecified)
13 | i | COc1cc(OC)c(/C=C2\C(=O)Nc3ccccc32)c(OC)c1
32 | i | O=C(CN1C(=O)NC2(CCCCCC2)C1=O)c1ccc(Cl)s1
19 | i | CN(C)CC/C=C1\c2ccc(F)cc2Sc2cc(F)c(Cl)cc21
36 | i | CCN(CC(=O)Nc1c(F)cccc1F)C(=O)c1cc2c(cc1Cl)N1CCCCCC1=NS2(=O)=O
28 | i | O=C(CN1C(=O)NC2(CCCCC2)C1=O)Nc1cc(C(F)(F)F)ccc1N1CCCCC1
63 | i | COc1ccc(OCCCC(=O)OCC(=O)Nc2c(C)nn(-c3ccccc3)c2C)cc1
14 | i | C[C@H]1COC(=O)[C@@H](CC(=O)OC(C)(C)C)C/C=C\C[C@H](CC(=O)NCCO)C(=O)N1
28 | i | Cc1cccc(S(=O)(=O)NC2CCCCCCC2)c1
41 | i | O=C(COc1coc(CN2CCCc3ccccc32)cc1=O)Nc1cccc([N+](=O)[O-])c1
40 | i | CCc1cc(C(=O)Nc2ccccc2N2CCOCC2)sc1C

(further entries)
T cell modulator vesicle-bound % | T cell modulator | mol
26 | i | Cc1csc(NC(=O)c2cccnc2Cl)n1
52 | i | N#Cc1cc([N+](=O)[O-])ccc1NC(=O)COC(=O)CN1C(=O)C2CCCCC2C1=O (stereo unspecified)
41 | i | CCC1(c2ccc(OC)cc2)NC(=O)N(CC(=O)c2ccc3c(c2)OCCO3)C1=O (stereo unspecified)
29 | i | Fc1cc(F)cc(Nc2nc(Cl)nc(NC3CCCC3)n2)c1
54 | i | COc1ccc(OC)c(/C=C/C(=O)OCC(=O)N2CCCC2)c1
48 | i | COc1cc(NC(=O)c2cccc(S(=O)(=O)N3CCCCC3)c2)cc(OC)c1OC
18 | i | COc1ccc(OCC(=O)Nc2ccccc2C(=O)NC2CC2)cc1
3 | i | COc1ccc(Cl)cc1NC(=O)CN(C)C(=O)/C=C/c1ccco1
54 | i | Cc1ccc(C)c(S(=O)(=O)N2CCN(C(=O)C3CCN(C(=O)c4ccc(F)cc4)CC3)CC2)c1
34 | i | CC(=O)Nc1ccc(S(=O)(=O)N2CCSC2)cc1
26 | i | C=CC[C@H](CC(=O)NCCO)C(=O)N[C@@H](COC(=O)[C@@H](CC=C)CC(=O)OC(C)(C)C)Cc1c[nH]c2ccccc12
37 | i | O=C1C(Cc2ccccc2)Nc2ncnc(N3CCN(c4ccccc4)CC3)c2N1Cc1ccc(Cl)cc1 (stereo unspecified)
20 | i | CC1CCCCC1NC(=O)CSC1=Nc2ccccc2C2CC=NN12 (stereo unspecified)
48 | i | COc1ccccc1NC(=O)CNC(=O)CC12CC3CC(CC(C3)C1)C2
32 | i | CC(=O)O[C@H]1CC[C@@]2(C)C(=CC[C@H]3[C@@H]4CC[C@H](C(C)=O)[C@@]4(C)CC[C@@H]32)C1
23 | i | c1cc(CN2CCCCC2)cc(OCCCNc2nc3ccccc3s2)c1
26 | i | Cc1ccc2cccc(OCC(=O)Nc3cccc(S(=O)(=O)N4CCCC4)c3)c2n1
33 | i | COc1cccc(CN(C)C(=O)c2ccccc2SCC(=O)N2CCCC2)c1
16 | i | CC(Oc1cccnc1[N+](=O)[O-])C(=O)Nc1ccc(F)cc1 (stereo unspecified)
30 | i | COc1ccc(S(=O)(=O)N2CCN(C(=O)c3cc(C)on3)CC2)cc1
51 | i | CCN(Cc1ccccc1)C(=O)c1cccc(S(=O)(=O)N2CCN(Cc3ccccc3)CC2)c1
45 | i | COCCCN(C(=O)c1cc(C)oc1C)c1c(N)n(CC(C)C)c(=O)[nH]c1=O
41 | i | COc1ccc(OC)c(NC(=O)Nc2ccc(O)c3ccccc23)c1
35 | i | CCOC(=O)C1=C(COC(=O)Cc2c(F)cccc2Cl)NC(=O)NC1C (stereo unspecified)
28 | i | CCC1(c2ccc(OC)cc2)NC(=O)N(CC(=O)NC2CCCCC2C)C1=O (stereo unspecified)
32 | i | COc1cc2c(C#CCCO)c(-c3ccc(C#N)cc3)oc(=O)c2cc1OC
8 | i | COc1ccc2[nH]c3c(c2c1)CCN1C(=O)N([C@@H](C)C(=O)NCC2CCCO2)C(=O)[C@]31C (stereo partly specified)
48 | i | COc1ccc(CC(=O)NNC(=O)COc2ccc(C)cc2)cc1S(=O)(=O)N1CCOCC1
30 | i | Cc1cccc(C(C)C)c1NC(=O)CN1C(=O)NC2(CCc3ccccc32)C1=O (stereo unspecified)
41 | i | Cc1cc(C)n2c(SC(C)C(=O)NC3(C#N)CCCCC3)nnc2n1 (stereo unspecified)
60 | i | CCN(CC)S(=O)(=O)c1ccc2c(c1)nc(SCC(=O)NCC1CCCO1)n2CC (stereo unspecified)
8 | i | Cc1ccc2nc(SCC(=O)NC3CC3)[nH]c2c1
50 | i | CC(N=C1NS(=O)(=O)c2ccccc21)C(=O)Nc1ccc(F)cc1Cl (stereo unspecified)
40 | i | C[C@H](NC(=O)[C@@H]1Cc2ccccc2CN1)C(=O)NC[C@H]1CC[C@H](C(=O)O)CC1
20 | i | COc1ccc(COC(=O)CNC(=O)C2CCCCC2)cc1F
60 | i | Cc1ccnc(NC(=O)CCCNC(=O)c2ccc(Cl)cc2)c1
24 | i | CCN(C(=O)CSc1nncn1-c1ccccc1)C1CCS(=O)(=O)C1 (stereo unspecified)
41 | i | COc1ccccc1[C@@]1(C)ON(c2ccccc2C(F)(F)F)C1=O
2 | i | C[C@H](CO)N1C[C@H](C)[C@@H](CN(C)S(C)(=O)=O)Oc2c(NC(=O)Nc3ccc(C(F)(F)F)cc3)cccc2C1=O
45 | i | O=C1C=C(c2ccc(O)cc2)C[C@@H](c2ccc(Cl)cc2)C1
33 | i | O=C(NC1=NCCS1)c1cccc(F)c1
57 | i | Cc1ccc(C(=O)N2CCN(c3ccc(N4CCOCC4)nn3)CC2)cc1C
36 | i | O=C(COC(=O)/C=C/c1cccc(C(F)(F)F)c1)NCCN1C(=O)CSC1=O
33 | i | O=C(O)c1cc(-c2ccccc2)n(-c2ccc(F)cc2)n1
15 | i | CCC1(c2ccc(F)cc2)NC(=O)N(CC(=O)Nc2cccc(S(=O)(=O)N3CCCCC3)c2)C1=O (stereo unspecified)
12 | i | CCN(CC(=O)NCc1ccc(Cl)cc1)C(=O)CSc1ccccc1F
46 | i | O=C(O)c1cnn(-c2nc(-c3ccc(Cl)cc3)cs2)c1C(F)(F)F
24 | i | Cc1ccc(N2CC(C(=O)Nc3cccc(C(=O)NC4CC4)c3)CC2=O)cc1 (stereo unspecified)
38 | i | CCCCn1c(N)c(N(CC)C(=O)C2CCC2)c(=O)[nH]c1=O
6 | i | N#Cc1ccccc1S(=O)(=O)N1CCN(C(=O)CN2CCCSc3ccccc32)CC1

Next section.
T cell modulator vesicle-bound % | T cell modulator | mol
31 | i | Nc1c(N(Cc2ccco2)C(=O)COc2ccccc2F)c(=O)[nH]c(=O)n1Cc1ccccc1
25 | i | Cc1cccc(NC(=O)c2nc[nH]c2C(=O)NCCCCCNC(=O)OC(C)(C)C)c1
29 | i | CCOc1cc(N2CCOCC2)c(OCC)cc1NC(=O)CN1C(=O)NC2(CCCCC2)C1=O
50 | i | CC1CCCCN1S(=O)(=O)Cc1ccccc1Cl (stereo unspecified)
39 | i | Cc1ccc(NC(=O)CN(C)C(=O)COC(=O)CNS(=O)(=O)c2ccc(F)c(F)c2F)cc1
42 | i | NC(=O)c1ccc(=O)n(Cc2ccc(F)c(F)c2)c1
28 | i | COc1ccc(-c2cc(C(=O)N/N=C/c3cccnc3)c3ccccc3n2)c(OC)c1
39 | i | CC(Sc1ccccc1F)C(=O)Nc1ccc2c(c1)OCCO2 (stereo unspecified)
